LRH-1 inv ag = inverse agonists of human LRH-1 (NR5A2); 360,000 tested, 0.13% active; inhibition, % at 3.6 µM; O00482; HEK293T StAR-luciferase reporter, LRH-1 transfected, 24 h;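 active = inhibition above the mean inhibition of all tested compounds plus 3 SD, cut at about 73% in these data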;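 note: 0% = DMSO wells and 100% = reporter-only cells lacking LRH-1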
TRAIL sens C8 = caspase-8 TRAIL sensitization. 360,000 tested, 1% active. NB7+C8 cells + TRAIL, ATPlite viability luminescence. inhibition (viability loss, TRAIL sensitization), % at 10 µM;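 active = compounds causing at least 50% loss of cell viability in the single-dose screen, relative to plate controls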
NCOA2 inhibitor = human SRC2 (NCOA2) inhibition | 370,000 tested, 0.17% active | inhibition, % at 9 µM | AID 651957 | HEK293 GAL4-SRC2 luciferase reporter, luminescence | Q15596;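 active = inhibition above the mean inhibition of all tested compounds plus 3 SD, set per campaign, cut at about 52% in these data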;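 note: 0% = DMSO treated cells and 100% = cells given Gossypol at 36 µM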
Target sequence (Q15596 whole entry, looked up, the tested form may be a part): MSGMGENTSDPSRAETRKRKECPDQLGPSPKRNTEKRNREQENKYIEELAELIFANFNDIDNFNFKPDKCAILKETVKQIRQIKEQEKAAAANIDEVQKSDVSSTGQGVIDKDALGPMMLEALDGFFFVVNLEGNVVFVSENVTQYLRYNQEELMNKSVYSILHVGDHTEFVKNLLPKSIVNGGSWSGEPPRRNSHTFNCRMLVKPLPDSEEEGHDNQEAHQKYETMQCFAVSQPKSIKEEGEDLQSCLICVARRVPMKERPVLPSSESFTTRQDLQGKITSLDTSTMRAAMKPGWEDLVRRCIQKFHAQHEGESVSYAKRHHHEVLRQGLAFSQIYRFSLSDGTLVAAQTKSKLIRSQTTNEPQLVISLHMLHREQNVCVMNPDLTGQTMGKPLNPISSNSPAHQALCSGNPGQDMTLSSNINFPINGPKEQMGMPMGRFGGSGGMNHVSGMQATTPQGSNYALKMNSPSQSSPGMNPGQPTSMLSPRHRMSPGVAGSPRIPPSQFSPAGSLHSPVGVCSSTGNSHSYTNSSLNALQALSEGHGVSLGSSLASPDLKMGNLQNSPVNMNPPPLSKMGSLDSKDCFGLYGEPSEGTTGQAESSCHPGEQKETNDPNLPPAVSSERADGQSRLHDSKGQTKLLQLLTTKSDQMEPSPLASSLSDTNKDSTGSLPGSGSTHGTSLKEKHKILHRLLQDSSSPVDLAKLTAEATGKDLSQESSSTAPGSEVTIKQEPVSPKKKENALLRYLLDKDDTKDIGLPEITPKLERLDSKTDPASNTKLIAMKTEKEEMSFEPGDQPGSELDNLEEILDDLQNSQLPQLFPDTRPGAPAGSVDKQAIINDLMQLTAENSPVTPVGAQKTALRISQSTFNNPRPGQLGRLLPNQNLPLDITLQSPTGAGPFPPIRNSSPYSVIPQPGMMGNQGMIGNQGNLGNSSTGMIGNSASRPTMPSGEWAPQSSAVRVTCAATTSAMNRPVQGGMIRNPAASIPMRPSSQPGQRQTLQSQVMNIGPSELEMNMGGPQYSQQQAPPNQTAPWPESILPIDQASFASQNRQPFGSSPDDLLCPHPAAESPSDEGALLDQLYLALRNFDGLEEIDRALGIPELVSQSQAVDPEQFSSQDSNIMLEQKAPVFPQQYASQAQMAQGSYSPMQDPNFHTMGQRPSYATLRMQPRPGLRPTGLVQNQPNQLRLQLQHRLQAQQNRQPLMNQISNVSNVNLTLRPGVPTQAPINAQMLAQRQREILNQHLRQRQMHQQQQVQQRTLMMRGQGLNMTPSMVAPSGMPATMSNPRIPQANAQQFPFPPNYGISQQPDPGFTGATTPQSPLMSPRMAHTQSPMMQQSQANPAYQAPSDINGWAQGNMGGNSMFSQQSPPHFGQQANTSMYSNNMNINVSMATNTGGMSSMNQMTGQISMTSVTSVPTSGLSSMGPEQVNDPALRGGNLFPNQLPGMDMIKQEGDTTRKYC
NOD2-RIPK2 inh = NOD2-RIPK2 protein interaction inhibition; AID 624267; CHO BLA complementation NOD2-RIPK2, CCF4 ratio; 360,000 tested, 0.38% active; inhibition, % at 4.98 µM; O43353; in the data active = inhibition above about 21%;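 note: 0% = vehicle only and 100% = reference blocker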
Vif inh = blocks HIV Vif function; HEK293T cells, Vif self-association by quenched fluorescence, imaging, 24 h; inhibition, % at 7.49 µM; 340,000 tested, 0.35% active; AID 602346; in the data active = inhibition above about 50%, passing the limit was not always enough; note: some results filed as inactive read as strong as hits
TROY NFkB inh = TROY signaling inhibition; 360,000 tested, 0.98% active; inhibition, % at 10 µM; Q293 LMP1-TROYcd NF-kB luciferase reporter, 4 h;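 active = compounds whose plate-normalised and pattern-corrected inhibition of the luciferase reporter signal at the single screening dose is 50% or more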
SRC3 inh = inhibits human SRC3 coactivator. Q9Y6Q9. HEK293 GAL4-SRC3 luciferase reporter, luminescence. inhibition, % at 3.6 µM. 360,000 tested, 0.17% active;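 active = inhibition above a per-campaign cutoff, the mean of all compounds plus 3 SD, cut at about 60% in these data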;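 note: 0% = DMSO-treated cells and 100% = gossypol-treated cells at 36 µM; higher means less SRC3-driven luciferase light from the GAL4 reporter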
NR2F2 inh = blocks human COUP-TFII nuclear receptor | P24468 | HEK293T NGFI-A luciferase reporter, luminescence | inhibition, % at 8.6 µM | 370,000 tested, 0.7% active;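 active = inhibition above a per-plate cutoff, mean inhibition of test wells between control levels plus 3 SD, cut at about 38% in these data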;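 note: cells cotransfected with COUP-TFII expression vector driving the NGFI-A reporter; 0% = median of COUP-TF2 test wells and 100% = reporter-only cells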
TLR9-MyD88 block = blocks human TLR9 binding to MyD88; Q9NR96+Q99836; CHO BLA complementation TLR9-MyD88, CCF4 FRET ratio; inhibition, % at 4.98 µM; 340,000 tested, 0.21% active; AID 504734;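 active = inhibition above the mean over all tested compounds plus 3 SD, cut at about 21% in these data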;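 note: 0% = DMSO only wells and 100% = clavulanate BLA inhibitor control wells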
NCOA1 inh = inhibitors of human steroid receptor coactivator 1 (SRC1); HEK293 GAL4-SRC1 luciferase reporter, luminescence; AID 588354; Q15788; 360,000 tested, 0.12% active; inhibition, % at 3.6 µM;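 active = inhibition above the campaign mean plus 3 SD, with each screening campaign given its own cutoff, cut at about 60% in these data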;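 note: 0% = DMSO treated cells and 100% = gossypol at 36 µM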
EBV LMP1 NFkB = Epstein-Barr LMP1 NF-kappaB reporter inhibition; AID 504558; LMP1-induced NF-kappaB luciferase reporter cells, luminescence; 350,000 tested, 0.69% active; inhibition, % at 12.5 µM; in the data active = inhibition above about 41%;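 note: 0% = neutral control wells and 100% = reference inhibitor control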
Active calls of the source: *; . = no result given. The list is partial (hit frequency here may not be typical).

Below each compound – LRH-1 inv ag	TRAIL sens C8	NCOA2 inhibitor	NOD2-RIPK2 inh	Vif inh	TROY NFkB inh	SRC3 inh	NR2F2 inh	TLR9-MyD88 block	NCOA1 inh	EBV LMP1 NFkB
CN(C(=O)COc1ccccc1C(=O)NCc1ccccc1)C1CCS(=O)(=O)C1 (centres undefined)
  20	-1	-30	5	-6	5	15	-21	-10	-11	9
Cc1nc(CCNC(=O)CC2C(=O)NCCN2Cc2ccccc2)nc2c1CCC2 (centres undefined)
  22	9	-17	-8	-9	6	-11	0	-33	10	-7
CC(=O)c1c(C)[nH]c(C(=O)COc2cc(C)cc(C)c2)c1C
  1	3	-11	-9	-12	6	-10	12	-8	-3	25
O=S(=O)(/N=C(/Nc1ccc(F)c(F)c1F)c1ccccc1)c1ccccc1
  0	6	-24	-16	-21	1	0	11	3	5	-2
CC(=O)c1c(C)[nH]c(C(=O)COC(=O)c2ccc3c(=O)n4c(nc3c2)CCC4)c1C
  9	14	21	-25	-2	18	-6	9	-15	1	22
COc1cccc(NC(=O)[C@H](CC(C)C)NC(=O)[C@@H]2Cc3ccccc3CN2)c1
  2	-1	-34	-3	13	-18	-5	11	-3	6	-7
O=S(=O)(Cc1ccccc1Cl)N1CCN(Cc2ccc3c(c2)OCO3)CC1
  -2	3	6	3	7	8	11	10	0	-5	-71
Cc1ccccc1NS(=O)(=O)c1cccc(C(=O)Nc2cccc(C(=O)O)c2)c1
  1	1	-9	-20	-1	3	-6	2	1	-7	5
O=C(NCCCN1CCC(Cc2ccccc2)CC1)C1CCN(S(=O)(=O)N2CCC3(CC2)OCCO3)CC1
  4	-8	3	-9	0	9	-16	6	3	20	-4
CCOC(=O)Nc1ccc2c(c1)Cc1cc([N+](=O)[O-])ccc1-2
  -37	9	-29	15	3	-50	-43	-37	6	-62	-8
COC(=O)c1ccc(/C=N/NC(=O)C2CC(=O)N(c3ccc(OC)cc3)C2)cc1 (centres undefined)
  -7	14	-6	2	-2	-23	3	25	-5	5	0
CC(C)C(=O)N1CCCC1(C)C(=O)Nc1ccc(F)cc1 (centres undefined)
  10	-13	7	-13	7	4	15	-6	.	-2	.
FC(F)(F)c1cccc(Cc2noc(CN3CCCCC3c3ccccn3)n2)c1 (centres undefined)
  2	0	-40	-7	-6	2	-7	2	13	-8	6
O=C(CCc1nc(-c2ccccc2Cl)no1)NCCc1ccccc1
  -11	-5	-22	-17	-3	18	-5	-4	-12	-5	0
COC(=O)c1cc(Cl)c(N)cc1OC
  13	-15	-5	0	25	0	-6	-8	2	-20	-17

A section taken from the entries so far, as a working copy:
Below each compound – LRH-1 inv ag	TRAIL sens C8	NCOA2 inhibitor	NOD2-RIPK2 inh	Vif inh	TROY NFkB inh	SRC3 inh	NR2F2 inh	TLR9-MyD88 block	NCOA1 inh	EBV LMP1 NFkB
CCOC(=O)Nc1ccc2c(c1)Cc1cc([N+](=O)[O-])ccc1-2
  -37	9	-29	15	3	-50	-43	-37	6	-62	-8
COC(=O)c1ccc(/C=N/NC(=O)C2CC(=O)N(c3ccc(OC)cc3)C2)cc1 (centres undefined)
  -7	14	-6	2	-2	-23	3	25	-5	5	0
CC(C)C(=O)N1CCCC1(C)C(=O)Nc1ccc(F)cc1 (centres undefined)
  10	-13	7	-13	7	4	15	-6	.	-2	.
FC(F)(F)c1cccc(Cc2noc(CN3CCCCC3c3ccccn3)n2)c1 (centres undefined)
  2	0	-40	-7	-6	2	-7	2	13	-8	6
O=C(CCc1nc(-c2ccccc2Cl)no1)NCCc1ccccc1
  -11	-5	-22	-17	-3	18	-5	-4	-12	-5	0
COC(=O)c1cc(Cl)c(N)cc1OC
  13	-15	-5	0	25	0	-6	-8	2	-20	-17

(listing goes on)
Below each compound – LRH-1 inv ag	TRAIL sens C8	NCOA2 inhibitor	NOD2-RIPK2 inh	Vif inh	TROY NFkB inh	SRC3 inh	NR2F2 inh	TLR9-MyD88 block	NCOA1 inh	EBV LMP1 NFkB
CC(C)c1nc2cc(C(=O)N(C)C3CCOCC3)ccc2o1
  -14	-9	-19	2	-5	-12	-10	-17	-6	-16	-4
CC1CCCCC1NC(=O)CN1C(=O)CSc2cc(S(=O)(=O)N3CCCCCC3)ccc21 (centres undefined)
  -6	10	14	0	.	-13	-5	11	3	4	6
COc1ccc(-n2c(SC(C)C(=O)Nc3ccc(NC(C)=O)cc3)nc3ccccc3c2=O)cc1OC (centres undefined)
  25	-11	-11	-11	7	-44	-6	8	0	-6	6
CC1CCN(C(=O)CN2C(=O)NC3(CCCCCC3)C2=O)CC1
  -13	-5	6	8	-2	-18	-11	-8	0	2	2
Cc1sc2cc(-c3cccc([N+](=O)[O-])c3)c(-c3cccc([N+](=O)[O-])c3)c[n+]2c1C
  2	-1	-3	-1	4	14	3	8	-1	9	-6
C[C@@H]1CN([C@@H](C)CO)C(=O)CCCn2nncc2CO[C@@H]1CN(C)C(=O)c1ccccc1
  27	-2	7	-7	9	0	-23	1	3	-3	-9
CCOC(=O)c1ccccc1NC(=O)c1cccc2c1C(=O)N(C1CCN(C(=O)OCC)CC1)C2
  -6	-1	-5	-1	-17	10	-6	11	2	0	2
Cc1ccc(S(=O)(=O)N(C)C)cc1NC(=S)NC(C)CCCC(C)C (centres undefined)
  18	9	-6	0	2	22	21	3	-2	4	8
Cc1cc(C)n(-c2nc3c(c(=O)[nH]c(=O)n3C)n2CC(O)COc2ccccc2)n1 (centres undefined)
  2	5	3	-9	.	-10	8	-1	-4	-2	-5
O=C(c1cc(-c2ccccc2)nn1-c1ccccc1)N1CCN(S(=O)(=O)c2c(F)cccc2F)CC1
  4	0	-3	1	-6	10	-8	2	0	-11	10
COCC(CN1CCN(C2=NS(=O)(=O)c3ccccc32)CC1)OC(=O)c1ccccc1 (centres undefined)
  -3	5	12	-4	-7	-10	-2	-15	8	3	-1
CSc1nc2[nH]c3c(c2c2nnnn12)CCCC3
  -15	20	-20	-1	2	-38	-1	6	-10	-8	-9
O=C(NNS(=O)(=O)c1ccccc1)C1CCCCC1
  9	-4	-42	-2	6	-4	9	-2	-17	-2	-3
C=C1CCC(OC(C)=O)C2(C)CCC3C(C)C(=O)OC3C12O (centres undefined)
  12	-24	6	-9	9	-5	-42	-1	-11	-1	3
CN(C1CCCCC1)S(=O)(=O)c1ccc(Cl)c(C(=O)O)c1
  -16	4	14	0	-8	-7	-12	-3	-10	-15	-6

Carrying on.
Codes: A = LRH-1 inv ag; B = TRAIL sens C8; C = NCOA2 inhibitor; D = NOD2-RIPK2 inh; E = Vif inh; F = TROY NFkB inh; G = SRC3 inh; H = NR2F2 inh; I = TLR9-MyD88 block; J = NCOA1 inh; K = EBV LMP1 NFkB
CCNS(=O)(=O)c1ccc(CCC(=O)NCc2ccncc2)cc1
  A: -6	B: 1	C: -8	D: -1	E: 5	F: 4	G: -5	H: -12	I: -9	J: 7	K: 5
COc1cc(NC(=O)CCCSc2nc(-c3ccco3)cc(C(F)(F)F)n2)cc(OC)c1OC
  A: 9	B: 5	C: -6	D: -8	E: .	F: 7	G: -2	H: 6	I: 2	J: 5	K: 12
CCn1c(COc2ccc3c(c2)OCO3)nnc1SCC(=O)O
  A: 3	B: -3	C: -23	D: -4	E: -2	F: 9	G: 14	H: -9	I: 5	J: -5	K: 2
N=C1C(c2ccccc2)=C(O)CN1c1ccccc1N1CCOCC1
  A: 10	B: -6	C: 12	D: 5	E: 26	F: 1	G: -8	H: 12	I: -1	J: -7	K: -2
C=C1C(=O)O[C@@H]2[C@H]1[C@@H](OC(=O)/C(C)=C/C)C/C(C)=C\C(=O)/C=C(\C)[C@@H]2O
  A: -80	B: 33	C: -1	D: 15	E: 97*	F: 29	G: -24	H: 10	I: 6	J: -47	K: 67*
COc1cc(-c2nnn(CC(=O)NC3CCS(=O)(=O)C3)n2)ccc1OCc1ccccc1 (centres undefined)
  A: -26	B: 9	C: -48	D: 6	E: 8	F: -38	G: -35	H: -20	I: -2	J: -43	K: -13
Cc1ccc(S(=O)(=O)NC2CC(C)(C)N(O)C(C)(C)C2)cc1
  A: -12	B: -1	C: -5	D: 10	E: 0	F: -16	G: -6	H: -15	I: -12	J: -3	K: -4
C[C@@H]1CN(C2CCN(Cc3nc(CC4CC4)no3)CC2)C[C@H](C)O1
  A: 11	B: -5	C: -32	D: -2	E: 12	F: 8	G: 8	H: -24	I: 4	J: -8	K: 3
COC(=O)c1sccc1NC(=O)c1cccs1
  A: -6	B: -6	C: 5	D: -11	E: -2	F: -3	G: 10	H: -2	I: .	J: 1	K: 7
O=C(NCc1ccccn1)c1cc(-c2ccc(Cl)cc2)oc1C(F)(F)F
  A: -20	B: -3	C: 18	D: -1	E: 1	F: 22	G: 9	H: 5	I: .	J: -3	K: .
COc1ccc(N2CCN(C(C)C(=O)N3CC(C)OC(C)C3)CC2)cc1 (centres undefined)
  A: 12	B: 5	C: 18	D: -6	E: -8	F: 20	G: -2	H: 7	I: -7	J: -9	K: 2
CCOc1ccccc1CNn1cnnc1SCC(=O)NC(C)(C)C
  A: -14	B: -6	C: -41	D: 1	E: 12	F: -8	G: -6	H: -1	I: 2	J: 4	K: -2
COc1cccc(N(C(=O)c2cccs2)c2nc3ccccc3s2)c1
  A: -13	B: 8	C: -29	D: 8	E: 7	F: -12	G: -46	H: -16	I: 2	J: -20	K: -47
CC1CCN(S(=O)(=O)c2ccc([N+](=O)[O-])cc2)CC1
  A: -2	B: 8	C: 14	D: -5	E: 8	F: -19	G: -7	H: 2	I: -7	J: -23	K: -5
O=C(O)c1ccc([N+](=O)[O-])cc1-c1cc([N+](=O)[O-])ccc1C(=O)O
  A: 6	B: 3	C: 10	D: -9	E: -5	F: -3	G: -14	H: -1	I: 2	J: 3	K: -2
COC(=O)Nc1ccc(S(=O)(=O)N2CCCC(C(=O)NC3CCCCC3)C2)cc1 (centres undefined)
  A: 5	B: 12	C: -10	D: -3	E: -3	F: 3	G: 18	H: 15	I: -8	J: 15	K: -1
Cc1ccc2c(CC(=O)NC3CCCc4ccccc43)coc2c1 (centres undefined)
  A: 5	B: 17	C: -10	D: -7	E: 24	F: 3	G: -5	H: -9	I: -4	J: 14	K: 0
CCN(CC(=O)NCc1ccc(Cl)cc1)C(=O)/C=C/c1ccc(Cl)c([N+](=O)[O-])c1
  A: -4	B: 3	C: -4	D: -6	E: -6	F: -9	G: -10	H: 8	I: 0	J: -12	K: -14
O=C(Nc1cccnc1)Nc1ccccc1Cl
  A: -44	B: -2	C: -28	D: -1	E: 5	F: -48	G: -47	H: -31	I: -17	J: -28	K: -4
O=C(O)c1ccc(S(=O)(=O)N2CCC(Cc3ccccc3)CC2)cc1
  A: -10	B: -22	C: -4	D: 0	E: -1	F: -2	G: 13	H: -8	I: 0	J: -18	K: -1
CCc1cc(C)cc(OCCNC(=O)c2cncc(Br)c2)c1
  A: 2	B: -4	C: -8	D: -4	E: 17	F: .	G: -3	H: 7	I: -4	J: 0	K: -5

High-throughput results: PubChem BioAssay, several laboratories
